# Screening data (PubChem)
# Mcl-1 Bim block – human Bim-Mcl-1 interaction inhibition | 0.1% of 190,000 active | Bead-based flow cytometry, Bim peptide-Mcl-1 binding | inhibition, % at 10 µM | Q07820; in the data active = inhibition above about 40%;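 note: 0% = no compound tracer wells and 100% = peptide blocker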
# Target sequence (Q07820 whole entry, looked up): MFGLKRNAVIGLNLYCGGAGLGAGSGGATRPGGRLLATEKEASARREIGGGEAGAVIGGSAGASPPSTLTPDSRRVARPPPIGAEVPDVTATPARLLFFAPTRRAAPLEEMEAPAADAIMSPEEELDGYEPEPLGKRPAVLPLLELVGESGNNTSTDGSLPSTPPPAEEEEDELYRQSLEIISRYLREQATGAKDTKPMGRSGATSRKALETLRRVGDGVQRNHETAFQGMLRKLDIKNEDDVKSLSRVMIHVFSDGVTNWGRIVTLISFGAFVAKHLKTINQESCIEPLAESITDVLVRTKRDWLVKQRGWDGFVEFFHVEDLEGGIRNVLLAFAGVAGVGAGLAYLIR
# GSH bead fluor – GSH bead compound fluorescence profile. GSH beads flow cytometry, compound fluorescence 488/530 nm; hits give high values. AID 1776. fluorescence (KMESF) at 10 µM. 0.25% of 190,000 active; in the data active = fluorescence above about 89;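 note: glutathione beads carrying GST-tagged Bcl family fusion proteins plus one bare bead set; values are compound well signal with DMSO vehicle wells as background; inactives centre near 16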
# RGS4-Gao reg – modulates binding of RGS4 to human Galphao; P09471; Multiplexed bead flow cytometry; actives lie on both sides; binding response (% of control), % at 10 µM; 0.33% of 220,000 active; in the data active = binding response below about 49% or above about 150%; inactive = in between;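 note: fluorescent Galphao activated with aluminum fluoride binding bead-coupled RGS4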
# Target sequence (P09471 whole entry, looked up): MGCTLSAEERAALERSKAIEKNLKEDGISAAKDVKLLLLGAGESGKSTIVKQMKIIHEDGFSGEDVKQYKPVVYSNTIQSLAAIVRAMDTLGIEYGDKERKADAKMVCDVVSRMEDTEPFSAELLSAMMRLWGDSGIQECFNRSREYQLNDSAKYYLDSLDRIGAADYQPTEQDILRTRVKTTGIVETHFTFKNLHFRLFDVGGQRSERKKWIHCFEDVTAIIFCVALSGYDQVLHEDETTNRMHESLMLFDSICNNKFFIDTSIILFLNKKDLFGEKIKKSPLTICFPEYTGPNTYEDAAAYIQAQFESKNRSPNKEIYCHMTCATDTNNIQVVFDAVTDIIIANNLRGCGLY
# RGS7-Gao – human RGS7-Galphao interaction regulation | Multiplexed bead flow cytometry, RGS7-Galphao binding; actives lie on both sides | binding response (% of control), % at 10 µM | 0.35% of 220,000 active; in the data active = binding response below about 49% or above about 150%; inconclusive = no clear call, values can overlap the other calls; inactive = in between;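 note: fluorescent Galphao held in activated GDP-AlF4 state binding bead-coupled RGS7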
# RGS8-Gao – modulates binding of RGS8 to human Galphao; P09471; 0.34% of 220,000 active; response (percent of control binding), % at 10 µM; AID 1423; multiplexed bead flow cytometry; actives lie on both sides; in the data active = response below about 60% or above about 140%; inactive = in between;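 note: Galphao activated as the GDP aluminium fluoride complex binding bead-coupled RGS8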
# ABCB1 block – human ABCB1 inhibition, ABCG2 as counter-screen. P08183. CCRF-Adr cells, JC-1 efflux, flow cytometry. inhibition, % at 6.6 µM. 0.067% of 190,000 active. AID 1326; in the data active = inhibition above about 40%;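 note: 0% = vehicle and 100% = reference inhibitor; higher value means more JC-1 retained so stronger ABCB1 efflux block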
# Pf gametocyte – P. falciparum stage V gametocyte viability inhibition. P. falciparum stage V gametocytes, ATP luminescence, 24 h. inhibition, % at 10.9 µM. AID 743093. 0.065% of 150,000 active;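 active = inhibition above the mean plus 3 SD of compounds within the control limits, set per campaign, cut at about 38% in these data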;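 note: 0% = DMSO wells and 100% = medium only without gametocytes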
# Mcl1 Bid PPI – disrupts binding of human Mcl-1 to Bid peptide; TR-FRET Mcl-1/Bid-Dy647 peptide binding, 1536-well; 0.97% of 220,000 active; inhibition, % at 21.7 µM; Q07820;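 active = compounds that cut the binding signal by more than half at the single screening dose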;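 note: His-tagged Mcl-1 with europium anti-His antibody binding Bid BH3 peptide; 0% = Mcl-1 plus peptide wells and 100% = peptide-only wells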
# ABCG2 inh – inhibitors of human ABCG2 transporter, ABCB1 counter-screen. IgMXP3 cells, JC-1 efflux, flow cytometry. inhibition, % at 6.6 µM. 0.1% of 190,000 active;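 active = inhibition above 80%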;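 note: 0% = DMSO and 100% = nicardipine control wells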
#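 Assay system – ABCG2 IgMXP3 and barcoded ABCB1 CCRF-Adr cell mix · Input – 3 million cells/mL in well · Reagent – JC-1 fluorescent substrate · Compound – single test compound dose, 6.6 µM final · Timing – 10 min exposure at 25 °C with rotation, no wash · Detection – flow cytometry of retained JC-1 fluorescence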
# Mcl1 Noxa PPI – disrupts binding of human Mcl-1 to Noxa peptide; Q07820; TR-FRET Mcl-1/Noxa peptide binding, 2 h; 1.5% of 220,000 active; inhibition, % at 21.7 µM; AID 1022;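 active = compounds that cut the protein-peptide binding signal by more than 50% relative to plate controls in a single-dose test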;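 note: His-tagged Mcl-1 with rhodamine Noxa BH3 peptide and terbium anti-His antibody; 0% = Mcl-1 plus Noxa peptide wells and 100% = peptide-only wells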
# Avidin bead fluor – avidin bead compound fluorescence profile; 0.38% of 220,000 active; fluorescence (KMESF) at 10 µM; Avidin beads, compound fluorescence 488/530 nm, flow cytometry; hits give high values; in the data active = fluorescence above about 47; note: inactives centre near 10
# Numbers without * were called inactive; u = inconclusive; x = not tested or not shown.
SMILES,Mcl-1 Bim block,GSH bead fluor,RGS4-Gao reg,RGS7-Gao,RGS8-Gao,ABCB1 block,Pf gametocyte,Mcl1 Bid PPI,ABCG2 inh,Mcl1 Noxa PPI,Avidin bead fluor
CC(NC(=O)Cc1cccs1)c1ccc2c(c1)OCO2 (stereo not given),0,34,88,88,93,0.4,x,-12,2,11,6
CCCS(=O)(=O)N1CCCC(c2nc(-c3cccc(OC)c3)no2)C1 (stereo not given),1,6,109,103,105,0.6,x,-27,3,-8,13
Cc1c(CNC2CCCC(C)C2C)c(C(=O)O)c(C)n1Cc1ccccc1 (stereo not given),0,6,104,101,103,0.9,-3,-66,2,5,3
CCN=C1SC(CC(=O)Nc2ccc(N3CCOCC3)cc2)C(=O)N1CC (stereo not given),0,12,95,98,100,0.1,x,-124,0,18,25
COc1ccc(Oc2c(Cl)cnn(-c3ccc(Cl)c(Cl)c3)c2=O)cc1,-5,19,102,101,98,0.1,19,-1,1,2,13
COc1ccc(-c2nc(-c3ccc(NC(=O)c4ccncc4)cc3)no2)cc1OC,0,20,93,94,99,-2.3,x,-15,-5,19,7
Cc1cc(C)nc(N/N=C/c2ccccc2OCc2ccc([N+](=O)[O-])cc2)n1,-4,5,97,98,87,3.7,x,10,5,26,0
Cc1ccc(CCNC(=O)C2CCN(S(=O)(=O)c3c(C)nn(C)c3C)CC2)cc1,1,25,106,128,103,0.4,x,5,3,-4,31
CCCc1nc([N+](=O)[O-])c(S(=O)(=O)c2ccccc2)n1CC(C)C,-3,24,99,96,94,12,22,9,27,31,1
COc1ccc(/C=C/C(=O)Nc2ccc(C)cc2)cc1S(=O)(=O)N1CCOCC1,x,x,106,u,104,x,-9,-23,x,8,8
Cc1onc(-c2ccccc2Cl)c1NC(=O)NCc1cccs1,x,x,99,u,100,x,-22,-4,x,13,6
CCn1cc(C=O)c2cc(S(=O)(=O)N3CCOCC3)ccc21,0,26,95,99,93,0.6,5,-6,3,3,3
Cc1ccc2nc(/C=C/c3cccc(F)c3)ccc2c1,-1,5,99,99,105,0.5,x,-5,2,15,2
O=C(Nc1cccc(C(F)(F)F)c1)C(Sc1n[nH]c(=O)[nH]c1=O)c1ccccc1 (stereo not given),x,x,96,u,99,x,1,3,x,21,3
COc1cccc(C(c2c(N)n(C)c(=O)n(C)c2=O)C(C)[N+](=O)[O-])c1 (stereo not given),x,x,103,u,101,x,-19,-24,x,5,8
Cn1nnnc1SCC1=C(C(=O)O)N2C(=O)C(NC(=O)Cn3nc(C(F)F)cc3C3CC3)C2SC1 (stereo not given),-3,14,106,111,103,-0.4,-13,-39,-2,13,11
FC(F)(F)c1cccc(NC(=S)NC(c2ccccc2)c2ccccc2)c1,-5,16,103,103,101,0.8,16,-79,8,-3,16
CCOC(=O)N1CCN(C(=S)NC(=O)c2cc(Br)ccc2Cl)CC1,-1,10,105,99,103,-0.3,-6,-33,-1,12,12
COC(=O)C1=C(C)NC2=C(C(=O)CCC2)C1c1coc2ccccc2c1=O (stereo not given),-3,12,99,104,100,0.1,x,-38,1,1,20
CCCCC(=O)N(Cc1ccc2c(c1)OCO2)Cc1nc2ccccc2c(=O)[nH]1,-5,15,101,99,101,0.3,x,-19,1,8,11
O=c1c(-c2ccc(Cl)cc2)[n+]([O-])c2ccccc2n1OCc1ccccn1,0,10,100,100,101,0.5,23,-20,3,10,13
Cn1c2ccccc2n2c(=O)c(=O)n(CC(=O)c3ccc(Cl)cc3)nc12,-11,14,102,104,103,2.4,12,-3,5,17,5
CCOC(=O)N1CCN(S(=O)(=O)c2ccc(C(=O)NNc3nc4ccc(Cl)cc4s3)cc2)CC1,-5,16,99,100,100,-1.1,x,-2,-3,-46,6
Cc1cc(C)c(NC(=O)NC2CCCCC2)c(C)c1,-4,24,106,104,104,-0.1,-17,0,9,9,6
C=CCn1c(-c2ccc3ncccc3c2)n[nH]c1=S,x,x,105,u,101,x,-5,-68,x,-1,6

# The list continues:
SMILES,Mcl-1 Bim block,GSH bead fluor,RGS4-Gao reg,RGS7-Gao,RGS8-Gao,ABCB1 block,Pf gametocyte,Mcl1 Bid PPI,ABCG2 inh,Mcl1 Noxa PPI,Avidin bead fluor
O=C(c1ccc(Cl)c(S(=O)(=O)NCc2ccco2)c1)N1CCN(c2ccc(F)cc2)CC1,0,4,97,98,98,0.4,-9,-31,2,12,8
O=C(N/C(=C\c1cccc([N+](=O)[O-])c1)C(=O)N(CCO)CCO)c1ccco1,6,15,99,98,98,0.4,1,1,1,8,10
C=CCn1c(SCc2ccccc2C#N)nnc1-c1ccccc1O,-1,14,109,103,104,2.5,15,-14,17,7,9
CCN(CC)C(=O)c1cc2c(=O)n3ccccc3nc2s1,0,17,104,108,101,0.7,x,-12,4,8,7
NC(CSC12CC3CC(CC(C3)C1)C2)C(=O)O (stereo not given),-2,53,108,105,105,0.2,x,-11,0,18,7
Cn1nc(-c2ccc(OCC(=O)Nc3ccccc3)cc2)c2ccccc2c1=O,-1,39,102,104,100,1.3,14,0,2,7,7
CCN(CC)S(=O)(=O)c1cccc(-c2n[nH]c(=S)n2/N=C/c2ccc(OC)cc2)c1,-5,9,99,117,94,-1.2,x,-75,-4,47,9
COc1ccc(-c2nn(-c3ccccc3)cc2/C=N/Nc2ccc3ccccc3n2)cc1OC,0,22,99,104,98,7.0,-7,-13,3,18,10
COc1ccc(-c2csc(NC3OC(=O)c4c3ccc(OC)c4OC)n2)cc1OC (stereo not given),x,x,107,u,106,x,-13,-3,x,7,6
CCCN1CCN(C(=O)CN2C(=O)CC(C)(C)S(=O)(=O)c3ccccc32)CC1,1,15,95,93,98,0.6,x,-7,4,-2,18
Nc1ccc(S(=O)(=O)Nc2nccc(/C=C/c3ccc(Cl)cc3Cl)n2)cc1,x,x,107,u,104,x,-4,0,x,20,4
COc1ccc(Cc2nnc(NC(=O)C3CCCO3)s2)cc1OC (stereo not given),2,45,92,96,99,0.7,x,-1,2,20,0
N#CC[n+]1cc(-c2ccc(Cl)cc2)n2c1CCC2,-3,25,102,104,105,0.8,-4,-15,2,14,7
Cc1cc(C(=O)C(C)Cl)c(C)n1Cc1ccco1 (stereo not given),0,14,85,90,97,0.6,3,-22,1,43,14
O=c1c2[nH]c3ccc(F)cc3c2ncn1CCN1CCOCC1,-7,25,101,104,101,0.2,x,6,11,-18,17
O=C(Nc1nc2ccsc2c(=O)s1)c1ccc(F)cc1Cl,x,x,100,u,99,x,5,-37,x,-6,6
CCC(C)NCC(=O)Nc1ccc([N+](=O)[O-])cc1C(=O)Nc1ccccc1F (stereo not given),-1,18,99,u,100,2.0,-10,-9,11,27,11
N#Cc1cn(OCc2ccccc2)c(=O)[nH]c1=O,0,9,100,100,98,0.7,x,-16,4,3,5
CC(NCc1ccc(F)cc1)C(=O)Nc1cc(S(=O)(=O)N2CCCCC2)ccc1Cl (stereo not given),0,13,103,u,103,3.9,20,-9,7,4,14
C=C1CCC2C(C)(C)[C@H](O)CC[C@@]2(C)[C@@H]1COc1cc(=O)oc2ccccc12 (stereo not given in full),-1,16,104,103,103,1.0,x,0,4,9,12
CCC(C(=O)Nc1cc(C)on1)c1ccccc1 (stereo not given),1,39,113,111,111,0.0,x,2,2,-10,10
C=CCc1c(C)nc(-c2ccccc2)nc1N/N=C(\C)c1ccc(N)cc1,-1,15,103,102,105,0.5,-3,-20,-1,11,3
Cc1c(N=Cc2ccc(Cl)o2)c(=O)n(-c2ccccc2)n1C,0,6,102,101,96,1.2,x,-79,2,19,14
O=C(COc1ccc(Cl)cc1)NCCSc1ccccc1,-2,47,107,104,102,-0.1,-13,0,0,-1,14
Cc1ccc(NC(=O)CSc2nc(C)c(C)c(C)n2)c([N+](=O)[O-])c1,-6,9,98,96,101,3.4,-2,-18,5,8,3

# Other structures
SMILES,Mcl-1 Bim block,GSH bead fluor,RGS4-Gao reg,RGS7-Gao,RGS8-Gao,ABCB1 block,Pf gametocyte,Mcl1 Bid PPI,ABCG2 inh,Mcl1 Noxa PPI,Avidin bead fluor
COc1ccc(N2CC(C(=O)Nc3nnc(SCC(=O)NC(C)(C)C)s3)CC2=O)cc1 (stereo not given),0,20,104,103,101,0.2,-3,-17,0,6,11
O=C(NCCCCCCNC(=O)c1cccs1)c1cccs1,-4,14,98,100,89,0.4,-13,-10,8,19,7
CCOC(=O)c1cnc(-n2nc(C)cc2C)nc1NCCc1ccccc1,-1,26,99,98,100,2.5,-3,-26,12,-9,7
O=C(NCC1CCCO1)c1ccc2c(c1)N(Cc1ccccc1)C(=O)CS2=O (stereo not given),0,17,103,107,101,1.1,x,-22,3,-8,5
O=C1OCC2=C1C(c1ccc3c(c1)OCO3)Sc1ccccc1N2 (stereo not given),0,33,101,101,99,0.7,x,10,3,-19,23
O=C(O)c1sccc1SCc1ccc(Cl)cc1Cl,2,31,89,100,93,0.7,-11,-13,2,-4,8
CC1(C)Cc2c(c(-c3ccco3)[nH]c(=O)c2C#N)CS1,-3,44,99,101,102,-0.1,x,-45,1,8,11
COc1ccc(NS(=O)(=O)c2cnc[nH]2)cc1,-2,12,95,u,95,0.4,x,-18,2,11,11
CCOc1ccc(S(=O)(=O)N(C)c2ccc(OCC(=O)N3CCOCC3)cc2)cc1,0,32,103,100,100,0.8,x,10,4,1,12
CC1CCN(S(=O)(=O)c2cccc(C(=O)NNC(=O)c3ccco3)c2)CC1,x,x,102,u,103,x,2,-15,x,8,5
O=C(NNC(=S)Nc1ccc(F)cc1)c1cccc([N+](=O)[O-])c1,x,x,107,u,103,x,12,-75,x,-18,3
Cc1c(Cl)cccc1NC(=S)N1CCCN(Cc2ccc(F)cc2)C1,-4,12,99,104,103,0.6,22,-22,2,5,15
Cc1ccc(C)c(-n2c(CNC(=O)c3ccco3)nnc2SCC(=O)Nc2nnc(C)s2)c1,0,26,102,103,102,-0.1,x,-16,0,15,6
CCCCSc1nc(C)c(CC(=O)OC)c(=O)[nH]1,-3,19,101,105,101,1.6,x,-8,18,10,40
COCCSc1ccccc1C(=O)NCCCn1ccnc1,0,31,99,103,99,1.2,x,-5,0,20,12
CCn1cnc2cc([N+](=O)[O-])ccc21,1,12,98,100,97,0.5,x,-6,5,14,19
Cc1ccc(S(=O)(=O)NCCOc2nc(N(C)C)nc(N3CCOCC3)n2)cc1,-2,47,99,102,97,0.2,-11,-24,12,3,16
O=C1NC(=Nc2ccc(Cl)cc2)SC1Cc1cccc(Cl)c1Cl (stereo not given),-6,12,100,102,99,-0.1,x,7,9,14,9
